CHT inh: inhibits the human high affinity choline transporter; CHT-expressing cells, membrane potential dye, choline response; hits give low values; B-score at 10 µM; AID 488975; actives 0.86% (n = 310,000); Q9GZV3;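 active means B-score over 3 SD under the library average, and starting fluorescence ratio not unusually high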;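 further: choline stimulus applied at its EC90 after an EC20 pre-addition; B-score computed on integrated fluorescence ratio after choline addition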
Target sequence (Q9GZV3 whole entry, looked up): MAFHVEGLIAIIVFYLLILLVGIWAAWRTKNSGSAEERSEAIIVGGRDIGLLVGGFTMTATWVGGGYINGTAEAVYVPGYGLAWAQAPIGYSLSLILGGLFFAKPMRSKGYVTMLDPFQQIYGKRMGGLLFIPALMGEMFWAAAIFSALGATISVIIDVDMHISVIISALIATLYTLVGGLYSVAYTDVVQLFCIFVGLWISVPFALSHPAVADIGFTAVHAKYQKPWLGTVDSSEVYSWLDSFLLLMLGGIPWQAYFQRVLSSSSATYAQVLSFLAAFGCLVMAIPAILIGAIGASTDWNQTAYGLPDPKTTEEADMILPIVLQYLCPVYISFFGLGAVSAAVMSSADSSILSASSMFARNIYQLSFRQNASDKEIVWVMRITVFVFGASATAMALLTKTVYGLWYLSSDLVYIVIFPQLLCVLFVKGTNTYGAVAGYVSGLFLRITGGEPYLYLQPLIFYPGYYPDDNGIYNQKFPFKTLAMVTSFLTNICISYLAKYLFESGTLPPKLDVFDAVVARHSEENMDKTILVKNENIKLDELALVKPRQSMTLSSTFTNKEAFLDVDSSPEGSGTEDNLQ
CHT allo act: human CHT allosteric activation; Q9GZV3; CHT-expressing cells, membrane potential dye, choline EC20; hits give high values; LV-AA mutant CHT in HEK293 cells; B-score at 10 µM; actives 0.49% (n = 310,000);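 active means initial fluorescence not abnormally high and integrated response B-score, plate-corrected, over 3 SD above library mean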
The depositor's hits bear a star; i = inactive.

Each structure is followed by: CHT allo act	CHT inh
> CN(C)/C=N/c1c(C#N)cnn1C
  i	i
> COC(=O)c1ccccc1NC(=S)NC(=O)c1ccccc1
  i	i
> FC(F)Oc1ccc(-n2cc(-c3ccccc3)[n+]3c2CCCCC3)cc1
  i	i
> CCCn1c(S(=O)(=O)O)nc2ccccc21
  i	i
> Cc1ccc(S(=O)(=O)NCC(=O)OC(C)C(=O)c2ccccc2)cc1 (stereo not given)
  i	i
> CCOc1ccc(C(C(=O)NCC2CCCO2)N(Cc2cccc(OC)c2)C(=O)c2snc(C(N)=O)c2N)cc1 (stereo not given)
  i	i
> O=S(=O)(O)c1cccc2cccc(Nc3ccccc3)c12
  i	i
> COc1cc(/C=C/C(=O)Nc2cccnc2)cc(OC)c1OC
  i	i
> C=CCOC(=O)C1=C[C@H](c2csc3ccccc23)C[C@H](OCCCCO)O1
  i	i
> COc1ccc(C2c3sc(=O)[nH]c3SC3C(=O)N(c4ccccc4)C(=O)C32)cc1 (stereo not given)
  i	i
> O=C(COC(=O)Cn1cnc2ccccc21)NCCC1=CCCCC1
  i	i
> CCOC(=O)c1ccc(N2C(=O)c3n[nH]c(C)c3C2c2ccc(O)cc2)cc1 (stereo not given)
  i	i
> CC(C)C(OC(=O)c1ccco1)C(=O)NCc1ccco1 (stereo not given)
  i	i
> COc1ccc(CNC(=O)CN2CCN(c3cccc(C)c3C)CC2)cc1
  i	i
> CC(O)[C@@H](C(=O)N1CCNCC1)n1cc(CCCCN)nn1 (stereo not given in full)
  i	i
> CCOC(=O)C1=C(C)N=c2s/c(=C\c3ccc(OCC(=O)O)c(OC)c3)c(=O)n2C1c1ccc(OC)cc1 (stereo not given)
  i	i
> COc1ccc(-c2nn(-c3ccccc3)cc2C(=O)N(C)C)cc1
  i	i
> Cc1cnc(NC(=O)c2ccc3c(c2)C(=O)N(Cc2cccnc2)C3=O)s1
  i	i
> O=C(NCc1ccco1)c1ccccc1NC(=O)C1CC(=O)N(c2ccc(Cl)cc2)C1 (stereo not given)
  i	i
> COc1cccc(OCc2nn3c(=O)c(-c4ccccc4)nnc3s2)c1
  i	i

Each structure is followed by: CHT allo act	CHT inh
> CC1(N2CCOCC2)C(=O)c2ccccc2C1=O
  i	i
> Cn1cc(C(C[N+](=O)[O-])c2ccccc2)c2ccccc21 (stereo not given)
  i	i
> Cc1cnc(C(=O)OCC(=O)c2ccccc2)cn1
  i	i
> O=C(Cn1c(=O)oc2ccccc21)Nc1ccccc1N1CCOCC1
  i	i
> Cc1cc2ccccc2c(=O)n1CC(=O)N1CCN(c2cccc(Cl)c2)CC1
  i	i
> CCOC(=O)c1c(NC(=O)COC(=O)c2ccccc2NC)sc(C(=O)N(C)C)c1C
  i	i
> N#Cc1cc([N+](=O)[O-])ccc1NC(=O)COC(=O)CC1CCCC1
  i	i
> NC(=S)N/N=C/c1c[nH]c2ccccc12
  i	i
> Cc1ccccc1CSc1nsc(N)n1
  i	i
> CCOc1cc(S(=O)(=O)N2CCC(c3nc4ccccc4s3)CC2)c(OCC)cc1S(=O)(=O)N1CCCCC1
  i	i
> Cc1noc(C)c1CSc1nnc(-c2ccccc2)n1Cc1ccco1
  i	i
> O=C(CSc1nnc(NC(=O)c2ccco2)s1)Nc1ccc(F)cc1
  i	i
> COc1cc(OC)c2c(C)cc(=O)oc2c1C(CCN1CCOCC1)c1ccc(N(C)C)cc1 (stereo not given)
  i	i
> O=C1C(Cl)=C(NC2CCCCC2)C(=O)N1Cc1ccccc1
  i	i
> CCCC(c1nnnn1CC1CCCO1)N1CCN(c2nc3ccccc3s2)CC1 (stereo not given)
  i	i
> CCCNC(=O)NC(=O)COC(=O)c1ccc(OC)c(S(=O)(=O)N2CCCc3ccccc32)c1
  i	i
> O=C(Cc1n[nH]c(=O)[nH]c1=O)N/N=C/c1ccccc1O
  i	i
> COc1cc(C=O)ccc1OC(=O)Nc1ccccc1
  i	i
> CC(C)(C)C(=O)O/N=C(\N)c1ccc(-c2csnn2)cc1
  i	i
> COc1ccc(-c2[nH]ncc2CNCCc2ncccc2C)cc1F
  i	i

Each structure is followed by: CHT allo act	CHT inh
> CCOC(=O)C1C(=O)CC(C)(O)C(C(=O)OCC)C1c1ccc(F)cc1 (stereo not given)
  i	i
> COc1ccccc1C(=O)NCC1(c2ccccc2)CCCC1
  i	i
> CCOc1c2ccccc2nn1CCO
  i	i
> COC(=O)C(CC(=O)c1ccc(Br)cc1)n1nc(C)cc1C (stereo not given)
  i	i
> Cc1cc(C)n(C(=O)c2ccc(Cl)c(F)c2F)n1
  i	i
> O=C1/C(=C\c2ccc(C(F)(F)F)cc2)CSc2sccc21
  i	i
> CSc1nsc(SCc2cnc(C)nc2N)n1
  i	i
> CC1=CCC2C(=O)N(c3ccc(C(=O)Nc4ccccc4Cl)cc3)C(=O)C2C1 (stereo not given)
  i	i
> COc1ccc(C2CC(=O)C3=C(C2)Nc2ncnn2C3c2ccccc2C)c(OC)c1 (stereo not given)
  i	i
> O=C1c2ccccc2C(O)(Cc2ccccc2)N1c1ccc2c(c1)OCO2 (stereo not given)
  i	i
> CN(C)C(=S)Nc1ccc(Br)cc1Cl
  i	i
> CCOc1cc(NC(=S)Nc2ccccc2OC)c(OCC)cc1NC(=O)c1ccccc1C
  i	i
> CCc1c(C)c2cc(Cl)c(O)c(CN(C)C)c2oc1=O
  i	i
> COc1ccc(C(=O)CC(=O)c2ccccc2O)cc1
  i	i
> CCOc1ccc(-c2cnc3n2CCCCC3)cc1
  i	i
> CC(C)(C)c1cc(C(=O)N/N=C/c2ccco2)n[nH]1
  i	i
> Cc1nn(Cc2ccc(F)cc2)c(C)c1NC(=O)c1cnn2cccnc12
  i	i
> COc1ccc(N2CCN(S(=O)(=O)c3c(C)[nH]c(C)c3C(=O)N3CCCC3)CC2)cc1
  i	i
> COc1ccc(-c2cn(Cc3ccc(C(N)=O)cc3)c(-c3ccc(Cl)nc3)n2)cc1
  i	i
> O=C(CN1CCC(NC(=O)C2CC2)CC1)Nc1cccc(F)c1
  i	i

Each structure is followed by: CHT allo act	CHT inh
> Cc1ccccc1C1=N/C(=C/c2cccs2)C(=O)O1
  i	i
> COc1ccc(N(C)C(=O)c2oc(=O)c3ccccc3c2-c2ccccc2)c(OC)c1
  6.33*	i
> COC(=O)C1CCN(C(=O)c2ccccc2NC(C)=O)CC1
  i	i
> COc1ccc(N(C(=O)c2ccncc2)S(=O)(=O)c2ccccc2)cc1
  i	i
> O=C(CSc1ncn(-c2ccccc2)n1)N1CCc2ccccc21
  i	i
> CN(Cc1ccon1)C(=O)CC1C(=O)NCCN1Cc1cccc(F)c1F (stereo not given)
  i	i
> COc1ccc(NC(=O)CSc2nc3c(c(-c4cccs4)c2C#N)CN(C)CC3)cc1OC
  i	i
> COc1ccc2c(c1)C(C)=CC(C)(C)N2C(=O)CSc1nnc(-c2ccc(C)cc2)o1
  i	i
> COc1ccccc1N1CCN(C(=O)c2cc3c(=O)n4cccc(C)c4nc3s2)CC1
  i	i
> COc1ccc(OC)c2sc(NC(=O)C3=COCCO3)nc12
  i	i
> Cc1cc(C(=O)Nc2ccc(Br)cc2)cs1
  i	i
> O=[N+]([O-])c1cc(C(F)(F)F)ccc1N1CCCNCC1
  i	i
> O=C(c1ccccc1[N+](=O)[O-])N1CCN(Cc2ccc3c(c2)OCO3)CC1
  i	i
> CCCn1c(C)cc(/C=C(\C#N)C(=O)OCC(=O)N(C)c2c(N)n(Cc3ccccc3)c(=O)[nH]c2=O)c1C
  i	i
> CCC1CCC(c2nnc(-c3ccc([N+](=O)[O-])cc3)o2)CC1 (stereo not given)
  i	i
> O=C(O)c1ccccc1-n1ncc2c1/C(=C/c1ccc(Cl)cc1)CC2
  i	i
> Cc1nc2cc(-c3cccc(F)c3)nn2c(C)c1CCC(=O)NC(C)c1ccc2c(c1)OCCO2 (stereo not given)
  i	i
> CCc1nc2c3cnn(-c4cc(Cl)ccc4C)c3ncn2n1
  i	i
> CC(/C=N/NC(=O)c1cccc(F)c1)=C\c1ccccc1
  i	i
> COc1ccc(-c2ccc(CCC(=O)O)o2)cc1
  i	i

Two of the compounds above, bar-delimited:
molecule | CHT allo act | CHT inh
COC(=O)c1ccccc1NC(=S)NC(=O)c1ccccc1 | i | i
FC(F)Oc1ccc(-n2cc(-c3ccccc3)[n+]3c2CCCCC3)cc1 | i | i

Returning to the listing with the 4 entries that preceded the break.
Each structure is followed by: CHT allo act	CHT inh
> Cc1nc2cc(-c3cccc(F)c3)nn2c(C)c1CCC(=O)NC(C)c1ccc2c(c1)OCCO2 (stereo not given)
  i	i
> CCc1nc2c3cnn(-c4cc(Cl)ccc4C)c3ncn2n1
  i	i
> CC(/C=N/NC(=O)c1cccc(F)c1)=C\c1ccccc1
  i	i
> COc1ccc(-c2ccc(CCC(=O)O)o2)cc1
  i	i
> CC(C)(C)SCCNC(=O)CN(c1ccc(F)c(Cl)c1)S(C)(=O)=O
  i	i
> O=C(CSc1ccccn1)N1CCN(c2ccc(Cl)cc2)CC1
  i	i
> CCOC(=O)c1sc2nccc(N(C)C)c2c1N=CNOCc1c(F)cccc1Cl
  i	i
> N#Cc1ccccc1Cn1c(=O)oc2ccccc21
  i	i
> O=C(O)C1CCCN1C(=O)Nc1ccccc1 (stereo not given)
  i	i
> COc1ccc(CCNC(=O)CSc2ccc3nnc(CCNC(=O)c4ccc(C)cc4)n3n2)cc1OC
  i	i
> O=C(C1=C[C@@H](C2CC2)C[C@@H](OCCCCO)O1)N1CCN(Cc2ccccc2)CC1
  i	i
> Cc1nnc(NC(=O)CSc2nnc(NC(=O)C(C)(C)C)s2)s1
  i	i
> C=CCNC(=S)NNc1nc(N2CCCC2)nc(N2CCCC2)n1
  i	i
> COC(=O)CCC(NC(=O)c1cc(C)oc1C)C(=O)OC (stereo not given)
  i	i
> CC(C)(C)NC(=O)COC(=O)c1ccc(S(=O)(=O)N2CCCCCC2)cc1
  i	i
> CCOC1(OCC)C(c2ccc(N)cc2)C(C#N)(C#N)C1(OCC)OCC (stereo not given)
  i	i
> c1csc(-n2nc3ccccc3n2)c1
  i	i
> COc1ccccc1CC(=O)Nc1ccc(OC)c(OC)c1
  i	i
> CCOC(=O)C1CN(S(=O)(=O)c2ccccc2)CCN1S(=O)(=O)c1ccccc1 (stereo not given)
  i	i
> O=C(CNC(=O)c1ccco1)OCC(=O)c1ccc(Cl)cc1Cl
  i	i
> COc1ccc(N2CC(C(=O)N/N=C/c3cc([N+](=O)[O-])ccc3O)CC2=O)cc1 (stereo not given)
  i	i
> CCOC(=O)c1sc(NC(=O)/C=C/c2ccccc2)nc1C
  i	i
> O=C(Nc1ccc2ccccc2n1)c1ccccc1Br
  i	i
> C=CCNc1nnc(Cl)c2ccccc12
  i	i

Each structure is followed by: CHT allo act	CHT inh
> Cc1nn(Cc2c(F)c(F)c(F)c(F)c2F)c(C)c1NC(=O)c1cccc(COc2ccccc2Cl)c1
  i	i
> O=C(CN1C(=O)c2ccccc2C1=O)Nc1ccc2c(c1)OCO2
  i	i
> Cc1cccc(N(CC(=O)NCC2CCCO2)C(=O)CCC(=O)Nc2nccs2)c1 (stereo not given)
  i	i
> Cc1ccccc1NC(=O)COC(=O)C1(C)CC1(Cl)Cl (stereo not given)
  i	i
> Cc1cccc(C)c1NC(=O)Cn1nc(C)n2cccc2c1=O
  i	i
> O=C(Nc1ccnn1C1CCN(Cc2ccccc2OCCO)CC1)c1cccc(F)c1
  i	i
> CCCc1nnc(NC(=O)CCC(=O)O)s1
  i	i
> Cc1ccc(-c2csc3ncnc(NCCC(=O)O)c23)cc1
  i	i
> O=C(CC1Sc2ccccc2NC1=O)Nc1cccc(-c2nnc3n2CCCCC3)c1 (stereo not given)
  i	i
> O=C(Nc1ccc(F)cc1F)c1c(C(F)(F)F)ccnc1Oc1cccc(C(F)(F)F)c1
  i	i
> O=C(Nc1ccc([N+](=O)[O-])cc1)Nc1ccc2[nH]c(=O)[nH]c2c1
  i	i
> CO/N=C/NC(=O)NOCc1ncc(C(F)(F)F)cc1Cl
  i	i
> OCCC1CN(Cc2nc(-c3ccccc3)cs2)CCN1Cc1ccc(F)cc1 (stereo not given)
  i	i
> O=C(Nc1ccccn1)c1csc2c1CCCC2
  i	i
> COc1ccc(/C=C/C(=O)OC2CCCN(C)C2)cc1 (stereo not given)
  i	i
> CCCCCSc1nc(C)c(CC(=O)O)c(=O)[nH]1
  i	i
> c1cnc2c(OCc3nc4ccccc4[nH]3)cccc2c1
  i	i
> O=C(CCc1nnc2ccc(N3CCCC3)nn12)Nc1ccc(F)c(F)c1
  i	i
> O=C(/C=C/c1ccc(S(=O)(=O)N2CCOCC2)cc1)NCc1ccccc1Cl
  i	i
> CCCc1n[nH]c2c1/C(=N/O)CC(c1ccccc1)C2 (stereo not given)
  i	i

Looked up one by one from above (4):
Each structure is followed by: CHT allo act	CHT inh
> CO/N=C/NC(=O)NOCc1ncc(C(F)(F)F)cc1Cl
  i	i
> COc1ccc(/C=C/C(=O)OC2CCCN(C)C2)cc1 (stereo not given)
  i	i
> OCCC1CN(Cc2nc(-c3ccccc3)cs2)CCN1Cc1ccc(F)cc1 (stereo not given)
  i	i
> CCCc1n[nH]c2c1/C(=N/O)CC(c1ccccc1)C2 (stereo not given)
  i	i

Continuation.
Each structure is followed by: CHT allo act	CHT inh
> O=C(CCNC(=O)c1ccc(Br)o1)NCc1ccccn1
  i	i
> O=C(NCCc1ccccc1)c1nc2c(nnn2Cc2ccccc2Cl)c(=O)[nH]1
  i	i
> COCCn1c(=S)[nH]c2sc3c(c2c1=O)CCCC3
  i	i
> COc1ccc2cc3cc(C(=O)NCc4cccnc4)oc3nc2c1
  i	i
> CCNC(=O)NC(=O)CSc1cccc(C(F)(F)F)c1
  i	i
> CCCc1cc(=O)[nH]c(Nc2ccc(OC)c(Cl)c2)n1
  i	i
> COc1ccc(/C=N/NC(=O)c2ccco2)cc1OCc1ccccc1
  i	i
> CCOC(=O)C1CCN(S(=O)(=O)c2cc3c(cc2C)NC(=O)CO3)CC1
  i	i
> CN(c1ccc(C(=O)NC2CCCC2)cc1)S(=O)(=O)c1ccc(Cl)cc1
  i	i

High-throughput results (PubChem)

The order is random; about 1.5% have a hit in one of these screens.
